# PLAP activator – PLAP enzyme activators, biochemical, luminescence, HTS; purified PLAP enzyme, luminescent substrate read-out; active compounds read high; activation fold at 20 µM; 96,000 compounds, 1.2% hits; AID 696, 2007; in the data active = activation fold above about 2
# Target sequence (P05187 whole entry, looked up): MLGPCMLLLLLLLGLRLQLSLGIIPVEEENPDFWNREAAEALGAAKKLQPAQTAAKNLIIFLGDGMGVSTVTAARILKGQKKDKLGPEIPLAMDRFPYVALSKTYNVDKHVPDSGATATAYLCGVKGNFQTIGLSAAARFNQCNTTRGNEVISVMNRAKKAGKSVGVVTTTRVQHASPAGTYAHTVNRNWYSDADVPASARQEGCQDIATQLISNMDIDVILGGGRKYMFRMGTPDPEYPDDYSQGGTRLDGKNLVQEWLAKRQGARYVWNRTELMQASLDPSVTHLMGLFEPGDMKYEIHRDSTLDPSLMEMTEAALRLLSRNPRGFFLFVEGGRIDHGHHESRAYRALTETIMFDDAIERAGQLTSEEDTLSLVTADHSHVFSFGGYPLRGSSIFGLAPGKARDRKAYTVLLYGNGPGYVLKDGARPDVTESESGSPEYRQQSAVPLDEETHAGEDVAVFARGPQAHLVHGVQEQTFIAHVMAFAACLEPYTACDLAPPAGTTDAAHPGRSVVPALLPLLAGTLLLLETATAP
# CYP2C19 inhib – blockers of cytochrome P450 2C19 activity – biochemical, luminescence, ADME assay, primary screen; inhibition, % at 5 µM; P33261; CYP2C19 Supersomes, luciferin-H EGE luminescence, 30 min; AID 778, 2007; 96,000 compounds, 21% hits;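 active = CYP2C19 inhibition above a set limit at 5 µM in the primary screen, cut at about 50% in these data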;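 also: plate controls were negative control wells for no effect and 2.5 mM tranylcypromine positive control for full effect; values of inactives mirror those of a sister screen read the other way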
# CYP2C9 inhib – blockers of cytochrome P450 2C9 activity – biochemical, luminescence, ADME assay, primary screen; P11712; CYP2C9 Supersomes, luciferin-H conversion; inhibition, % at 5 µM; 96,000 compounds, 20% hits;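 active = blocking of liver enzyme CYP2C9 beyond about 50% at 5 µM, limit read from the data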; also: values of inactives mirror those of a sister screen read the other way
# Target sequence (P11712 whole entry, looked up): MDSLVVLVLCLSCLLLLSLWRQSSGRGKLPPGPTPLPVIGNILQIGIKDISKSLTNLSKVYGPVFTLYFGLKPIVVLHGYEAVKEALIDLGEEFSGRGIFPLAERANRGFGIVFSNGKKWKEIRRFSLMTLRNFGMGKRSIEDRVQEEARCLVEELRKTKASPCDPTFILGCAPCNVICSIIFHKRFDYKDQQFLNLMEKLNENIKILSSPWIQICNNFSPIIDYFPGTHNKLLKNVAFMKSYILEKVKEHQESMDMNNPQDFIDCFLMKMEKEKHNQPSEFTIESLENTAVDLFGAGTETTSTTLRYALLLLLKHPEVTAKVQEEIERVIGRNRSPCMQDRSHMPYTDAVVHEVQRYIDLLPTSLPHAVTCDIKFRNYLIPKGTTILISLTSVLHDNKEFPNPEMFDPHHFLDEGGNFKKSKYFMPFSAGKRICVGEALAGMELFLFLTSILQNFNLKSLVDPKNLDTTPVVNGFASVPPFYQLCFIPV
# Mac1 fbg inh – inhibitors of CD11b/CD18 adhesion to fibrinogen, primary screen, K562 cells, luminescence. Integrin beta-2 (Homo sapiens) + Integrin alpha-M (Homo sapiens), P05107+P11215. ATPlite luminescence; Mn2+ added to activate the integrin. inhibition, % at 10 µM. 93,000 compounds, 0.54% hits. AID 1497, 2009;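 active = primary inhibition of 50% or more at 10 µM, then 40% or more on retest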; also: some results filed as inactive read as strong as hits
# PTK2B oligo ant – antagonists of Pyk2 self-association, primary screen, Q293 cells, FERM NanoBiT luminescence, HTS. z-score (the deposit names both 25 µM and 10 µM). active compounds read low. 99,000 compounds, 0.83% hits. Protein-tyrosine kinase 2-beta (Homo sapiens), Q14289;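 active = Z-score of -3 or lower, scaled per plate to the spread of control and sample wells; inactive = z-score above -3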;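 also: negative z-score means lost luminescence so less FERM oligomerization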
# MT1-MMP txn act – MT1-MMP promoter reporter activation – cell-based, luciferase luminescence, primary screen; HT1080 MT1-MMP promoter luciferase reporter, overnight; active compounds read high; activation factor at 10 µM; 86,000 compounds, 0.16% hits;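 active = activation factor of at least 2 for MT1-MMP transcription at 10 µM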
# Mac1 fbg enh – enhancers of CD11b/CD18 adhesion to fibrinogen, primary screen, K562 cells, luminescence; ATPlite luminescence; AID 1499, 2009; 93,000 compounds, 0.07% hits; activation, % at 10 µM;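 active = 10 µM primary screen giving 50% or more activity, confirmed by 40% or more on retest at that dose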; also: strong numbers were not always called active; reference of the scale not given here
# CYP2C9 activ – human CYP2C9 activators, primary screen, biochemical, luminescence; Cytochrome P450 2C9 (Homo sapiens), P11712; recombinant CYP2C9, luciferin-H conversion; active compounds read high; factor 1 = untreated enzyme, 0 = blocked; activation factor at 5 µM; 96,000 compounds, 1.4% hits; AID 1024, 2008;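 active = activation factor of 2 or more for CYP2C9 at a 5 µM dose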;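 also: 0 = sulfaphenazole-blocked wells and 1 = vehicle-only wells; values of inactives mirror those of a sister screen read the other way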
# CYP2C19 act – human CYP2C19 activators, primary screen, biochemical, luminescence; activation factor at 5 µM; recombinant CYP2C19, luciferin-H EGE luminescence; active compounds read high; 0 = fully inhibited enzyme, 1 = untreated enzyme; Cytochrome P450 2C19 (Homo sapiens), P33261; 96,000 tested, under 10 active;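 active = activation factor of at least 2 at 5 µM in the primary screen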;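 also: 0 = wells with 2.5 mM tranylcypromine and 1 = vehicle-only wells; values of inactives mirror those of a sister screen read the other way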
# Starred values were filed as active, the others as inactive; . = no result given.
SMILES,PLAP activator,CYP2C19 inhib,CYP2C9 inhib,Mac1 fbg inh,PTK2B oligo ant,MT1-MMP txn act,Mac1 fbg enh,CYP2C9 activ,CYP2C19 act
CCOC(=O)c1csc(NC(=O)C2CCCCC2)n1,0.8,7,29,-1,.,1.4,4,0.7,0.9
Cc1nn(-c2ccccc2)c2c1C(c1c(C)[nH]c(C#N)c1C)C(C#N)=C(N)O2 (centres undefined),0.9,74*,87*,-22,-0.35,1.3,2,0.1,0.3
NC(=O)CSc1ncnc2c1cnn2Cc1ccccc1,1,-12,-16,-17,0.55,.,1,1.2,1.1
CCC(C)NC(=O)c1ccc(CS(=O)(=O)c2ccc(OC)cc2)o1 (centres undefined),0.9,-11,9,6,.,1,-6,0.9,1.1
NC(=O)C1CCN(C2OC(=O)c3ccccc32)CC1 (centres undefined),1,-2,-3,2,0.44,1.1,5,1,1
CCCNS(=O)(=O)c1cc(Br)cc2c1N(C(=O)CC)CC2,0.8,36,-58,0,1.2,1.1,-2,1.6,0.6
CCOc1ccc(OCC(=O)c2c(O)c3ccccc3oc2=O)cc1,1,-1,91*,11,-0.22,1,-4,0.1,1
CCc1ccc(NC(=O)CN(c2ccc3c(c2)OCO3)S(=O)(=O)c2c(C)noc2C)cc1,1,0,-1,-4,.,1.4,-2,1,1
COc1ccc(S(=O)(=O)N2CCC(C(=O)Nc3nnc(CCN4CCCCC4)s3)CC2)cc1,1.6,8,0,16,-0.08,1,1,1,0.9
Cc1cc(C(C)(C)C)nc2[nH]n(-c3ccccc3)c(=O)c12,1.6,40,42,-40,-0.65,1.2,-2,0.6,0.6
COc1ccc2[nH]c3c(NCCN(C(C)C)C(C)C)ncnc3c2c1,1.5,4,10,-8,0.3,1.1,-5,0.9,1
Cc1cc(C(=O)OCn2nnc3ccccc3c2=O)c(C)o1,0.9,53*,38,-6,-0.62,1.2,-5,0.6,0.5
CCCCN1C(=O)C2NN=C(C(=O)OCC)C2C1=O (centres undefined),1.1,14,-3,.,0.51,0.9,.,1,0.9
O=C(O)CCc1ccc(-c2ccc(Br)cc2)n1Cc1ccco1,1.4,26,-8,-6,0.02,1.1,48,1.1,0.7
O=C1/C(=C/c2ccccc2)CCCc2ccccc21,0.8,15,6,13,-0.63,1.6,-2,0.9,0.9
Cc1ccc(CNC(=O)c2cc3c(-c4ccc(Cl)cc4)nn(C)c3s2)o1,1.5,14,63*,-6,.,1.3,45,0.4,0.9
COC(=O)CCCCCc1ccc(C(C)=O)s1,1.1,48,23,10,-0.52,1.1,-3,0.8,0.5
CCCc1ccc(-c2cc(C(=O)NN3CCOCC3)c3ccccc3n2)cc1,1.2,39,87*,7,-0.9,.,-1,0.1,0.6
CC1(C)N([O-])C(c2ccccc2)=C[N+](=O)C1(C)C,1.1,35,16,-4,0.01,1.2,-2,0.8,0.6
CCN1CCN(C(c2cccs2)C(C)NC(=O)c2ccccc2OC)CC1 (centres undefined),1.5,-14,-5,-38,.,1.1,10,1,1.1
O=S(=O)(Nc1cccnc1)c1ccc(Cl)c(C(F)(F)F)c1,1.1,72*,57*,16,-1.4,1.2,1,0.4,0.3
COC(=O)C1CCN(C(=O)CSc2nnc(-c3ccncc3)o2)CC1,1,15,-5,-46,0.37,1.1,-5,1,0.8
Cc1ccnc(NS(=O)(=O)c2ccc(NC(=O)Cc3cccs3)cc2)n1,1.3,2,10,-21,0.57,1.3,10,0.9,1
Cc1cc(C)cc(NC(=O)c2cc(S(=O)(=O)NCc3ccco3)ccc2F)c1,0.9,13,37,-6,-0.59,1.7,-1,0.6,0.9
Cc1nc2nc3c(c(=O)n2[nH]1)CCCC3,1.2,9,-6,11,0.43,.,-1,1.1,0.9
Cc1ccc(S(=O)(=O)NC(CC(=O)NC2CCCC2)c2ccco2)cc1 (centres undefined),0.9,58*,33,5,0.27,1,-2,0.7,0.4
COc1cc(C(=O)Nc2c(-c3ccccn3)c(=O)c3ccccc3n2C)cc(OC)c1OC,1.1,2,9,0,.,1.1,-3,0.9,1
CCCN(C(=O)Cc1nc(N)n[nH]1)C1(C(=O)Nc2ccccc2C)CCCCC1,1.3,9,10,.,0.98,1,.,0.9,0.9
Cc1cccc(C)c1Nc1nnc(SCc2cc([N+](=O)[O-])cc3c2OCOC3)s1,0.8,-5,51*,-3,-1.4,1.3,-1,0.5,1.1
O=C(CN1CCC(n2nnc3cc(F)ccc32)CC1)N1CCc2ccccc2C1,1.7,52*,14,-2,-0.19,1,1,0.9,0.5
Cc1cc(=O)[nH]c2c1c(C)nn2C1CCOC(C)(C)C1 (centres undefined),0.9,-6,-7,.,0.51,1.1,.,1.1,1.1
Cc1nc(CS(=O)(=O)c2ccc(Cl)cc2)cc(N2CCOCC2)n1,0.9,80*,53*,.,-0.22,.,.,0.5,0.2
CC1CCN(CCc2nc3cc(NC(=O)NC4CCCCC4)ccc3n2C)CC1,2*,10,5,-8,1.5,1.1,2,0.9,0.9
CC1(C(=O)c2ccccc2)C2c3c(ccc4ccccc34)OC(=O)C21C(=O)N1CCOCC1 (centres undefined),1.5,31,46,6,-0.72,.,-1,0.5,0.7
O=C1OC2(CCCCC2)OC(=O)C1=CNc1ccc2c(c1)OCO2,1.1,8,19,.,-0.2,1.1,.,0.8,0.9
O=C(Nc1ccccc1)NC1(C(=O)NCc2ccc3c(c2)OCO3)CCCCC1,1,21,33,-12,-0.8,0.9,-1,0.7,0.8
COc1ccc(CN2CCN(S(=O)(=O)c3ccc(C)cc3)CC2)cc1Br,1.9,23,45,13,-1,1.1,-3,0.5,0.8
O=C1C(Cc2ccccc2)SC(=Nc2ccccc2)N1c1ccccc1 (centres undefined),0.8,7,-5,.,0.39,.,.,1,0.9
COC(=O)C(C)N1C(=O)S/C(=C/c2cc(C)n(-c3ccccn3)c2C)C1=O (centres undefined),1.3,12,15,-4,0.05,.,-1,0.8,0.9
COc1cc(C2C(C#N)=C(N)OC3=C2C(=O)CCC3)cc(OC)c1OC(=O)N1CCOCC1 (centres undefined),1.1,12,9,-6,0.3,1,-4,0.9,0.9
CC(C)c1nnc(NC(=O)c2sc3ccccc3c2Cl)s1,1.2,2,14,.,-1.1,1.3,.,0.9,1
CC(C)(C)c1ccc(NC(=O)COc2ccc(-n3ccnc3)cc2)cc1,.,99*,99*,97,-1.2,1.3,-7,0,0
Cn1c(=O)c2c(nc(N3CCN(c4ccccn4)CC3)n2Cc2ccc(Cl)cc2Cl)n(C)c1=O,1,6,3,.,0.85,1.1,.,1,0.9
Cc1cc(NS(=O)(=O)c2ccc(NC(=O)CCCOc3ccccc3)cc2)no1,1.1,1,-4,-7,2.1,1,-3,1,1
O=C(Nc1ccc2nn(-c3ccccc3)nc2c1)c1ccc2c(c1)OCO2,1,0,28,-3,1.3,1.3,60,0.7,1
COc1ccc(CCNC(=O)c2cc(-c3ccccc3O)n[nH]2)cc1OC,.,50,50,1,-0.45,1.1,-4,0.5,0.5
COc1ccccc1N1CCN(C(CNC(=O)C2CCCCC2)c2cccnc2)CC1 (centres undefined),1.1,16,22,-48,.,1,-2,0.8,0.8
CC(C)(C)NS(=O)(=O)c1ccc2c(c1)oc(=O)c1cc(S(=O)(=O)NC(C)(C)C)ccc12,1.2,-7,-29,7,-0.43,1.3,-6,1.3,1.1
COc1ccc2c(c1)CC(C1(O)C(=O)N(C)c3ccccc31)C2=O (centres undefined),1,77*,22,-9,-0.22,1.1,2,0.8,0.2
COCCn1nnnc1C(c1cc2cc(C)ccc2[nH]c1=O)N1CCc2ccccc21 (centres undefined),0.8,7,4,-5,0.33,0.9,-8,1,0.9
CCOC(=O)N1CCN(C(c2cccc(OC)c2)c2sc3nc(C)nn3c2O)CC1 (centres undefined),1.3,0,-2,-10,-0.19,1.2,0,1,1
OC(c1cccc(OCc2ccccc2)c1)c1nnc(-c2ccccc2)o1 (centres undefined),1.1,15,45,25,-0.33,1.1,-2,0.6,0.8
Cc1ccc(S(=O)(=O)N2CCN(C(=O)c3ccccc3)C2C(C)C)cc1 (centres undefined),1.3,43,0,15,0.09,1.2,5,1,0.6
Cc1ccc(CCNC(=O)c2coc3nc4ccccc4nc23)cc1,1,25,46,-17,0.04,1.2,-1,0.5,0.8
Cc1c(Br)cc(C(=O)O)c(C)c1C,1,-23,-5,-2,1.1,1.1,1,1.1,1.2
Cc1ccc(-c2nnc(COc3cccc(-n4cnnn4)c3)o2)cc1,1,24,32,-2,-0.47,1.1,4,0.7,0.8
O=C1C(C2=C(O)c3ccccc3C2=O)=Nc2ccccc21,1.1,45,53*,.,-0.19,.,.,0.5,0.6
Cc1ccc(C)c(NC(=S)N2CCC(N(C)CC3CCCO3)CC2)c1 (centres undefined),1,2,2,-14,0.2,1.1,0,1,1
CC(C)CC(NC(=O)C(NC(=O)OC(C)(C)C)C(C)C)C(=O)N1CCCC1C(N)=O (centres undefined),1,-1,3,-5,0.27,1.2,2,1,1
CN1CCN(CCCNC(=O)c2nnc(Cc3c(F)cccc3Cl)o2)CC1,0.8,-2,6,-7,-0.69,1.1,-2,0.9,1
# (cont.)
SMILES,PLAP activator,CYP2C19 inhib,CYP2C9 inhib,Mac1 fbg inh,PTK2B oligo ant,MT1-MMP txn act,Mac1 fbg enh,CYP2C9 activ,CYP2C19 act
Cc1nn(Cc2ccccc2)c(C)c1NC(=O)Cn1nc([N+](=O)[O-])c(Cl)c1C,0.9,2,14,.,-0.5,.,.,0.9,1
COc1ccc(C2(C(=O)N3CCOCC3)CCOCC2)cc1OC,1,2,-9,-6,-0.66,1.1,-5,1.1,1
CC1Cc2ccccc2N1C(=O)CN1C(=O)COc2ccccc21 (centres undefined),1,48,31,.,0.2,1.1,.,0.7,0.5
CCCOc1ccc(C(=O)c2nc3c(n2O)CCCCC3)cc1,1.3,-2,17,3,3.7,1.3,-2,0.8,1
CC(C)NC(=O)NC(=O)COc1cccc2c1OC(C)(C)C2,1.3,93*,32,-4,-1,1.2,0,0.7,0.1
N#Cc1c2n(c3c(=O)n(Cc4ccccc4Cl)cnc13)CCCC2,1.7,99*,92*,3,-2.9,1,2,0.1,0
COc1ccccc1CNC(=O)CN(c1ccc(C)cc1)S(=O)(=O)c1c(C)n[nH]c1C,1.8,67*,67*,-11,-2.3,1.2,-3,0.3,0.3
O=S(=O)(c1cccs1)N1CCN(CC(O)COC2CCCc3ccccc32)CC1 (centres undefined),1.6,34,62*,-6,0.83,1.3,0,0.4,0.7

# Shown with values under each structure: part of the list above.
# Values run as follows: PLAP activator	CYP2C19 inhib	CYP2C9 inhib	Mac1 fbg inh	PTK2B oligo ant	MT1-MMP txn act	Mac1 fbg enh	CYP2C9 activ	CYP2C19 act
> CC1Cc2ccccc2N1C(=O)CN1C(=O)COc2ccccc21 (centres undefined)
  1	48	31	.	0.2	1.1	.	0.7	0.5
> CCCOc1ccc(C(=O)c2nc3c(n2O)CCCCC3)cc1
  1.3	-2	17	3	3.7	1.3	-2	0.8	1
> CC(C)NC(=O)NC(=O)COc1cccc2c1OC(C)(C)C2
  1.3	93*	32	-4	-1	1.2	0	0.7	0.1

# Assay outcomes as filed in PubChem BioAssay.
